# KCNH2 WT inh – qHTS for Inhibitors of KCHN2 3.1: Wildtype qHTS; 0.37% of 340,000 active; activity change, % at 1.84 µM; U2OS, BacMam KCNH2, thallium flux FluxOr; hits give low values; Voltage-gated inwardly rectifying potassium channel KCNH2 (Homo sapiens), Q12809; AID 720551, 2013;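 active means maximum activity change below -70%; inconclusive means maximum activity change between -70% and -50%; inactive means maximum activity change above -50%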; further: on the % scale 0 is the no-effect control and ±100 the full control effect
#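 U2OS cells were transduced with wild-type KCNH2 virus (2.03 x 10^8 / mL) for 4 h at room temperature, then cultured overnight at 37 C. Thallium flux was read with FluxOr dye. Rate constants were normalized to DMSO controls.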
# a7 integrin act – qHTS for Activators of Integrin-Mediated Alleviation for Muscular Dystrophy. alpha7betagal myoblasts, beta-gal FDG fluorescence, 48 h. AID 624291, 2012. 0.064% of 350,000 active. Potency, µM (top dose mostly 38.3 µM), for inactives: at the top dose activation, hits mostly activators;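 further: potency means the concentration at half of the fitted maximal effect; 100% = response of the positive control SU9516; nearly all actives have a fitted effect of over 60% in size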
#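 Alpha7betagal+/- myoblasts (passage 13) were plated 16-24 hr, then exposed to compounds (1:260 dilution of DMSO stock) for 48 hours at 37C. After MPER lysis, β-galactosidase reporter activity was read as FDG fluorescence (ex 480/em 540) after 30 minutes.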
# TRPV1 ag – HTS Assay for Compounds that Act as Agonists of the Vanilloid Receptor 1; Transient receptor potential cation channel subfamily V member 1 (Homo sapiens), Q8NER1; TRPV1-expressing cells, Fluo-8 calcium influx, agonist mode; activation, % at 8.33 µM; 0.19% of 320,000 active; in the data active means activation above about 80%; inconclusive means between about 30% and that limit; further: 0% is about no effect
#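 TRPV1-expressing cells were cultured overnight at 35.5C and loaded with Fluo-8 calcium dye for 40 to 90 min at room temperature. After a 10 s baseline, compound was added and calcium influx was read kinetically for 3 min (ex 480/em 520 nm).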
# ASM inhibitor – Inhibitors of Secretory Acid Sphingomyelinase (S-ASM): qHTS. Sphingomyelin phosphodiesterase (Homo sapiens), P17405. placental ASM, HMU-PC fluorogenic substrate, 60 min. Potency, µM (highest dose often 57.5 µM), without a hit: at the top dose activity change, negative = inhibition, actives largely listed as inhibitors. 0.006% of 340,000 active; further: potency means the concentration at half of the fitted maximal effect
#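 Steps: dispense placental human ASM, pin compound, wait 10 min at room temperature, add HMU-PC0 substrate at 9 uM final, incubate 60 min at 37 °C, add stop solution raising pH to 10, read fluorescence.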
# MBNL1 CUG block – qHTS Assay for Inhibitors of MBNL1-poly(CUG) RNA binding; AID 2675, 2010; TR-FRET MBNL1-His/biotin-(CUG)12 binding, 665/545 ratio; Potency, µM (titrated, usually from 57.5 µM), for inactives: at the highest dose activity change, negative = inhibition, most hits filed as inhibitors; 0.036% of 280,000 active; Muscleblind-like protein 1 (Homo sapiens), Q9NR56; active means well fitted inhibition curve with a large enough effect in the signal ratio, with a control signal flat, not every such curve was filed as active; inconclusive means small, poorly fitted or top-dose-only effect, or effect the other way, or a change in a side signal; inactive means no such curve, though single readings can be large or run the other way; the % refers to the signal ratio; further: potency means the concentration at half of the fitted maximal effect; on the % scale 0 is the no-effect control and ±100 the full control effect
#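 TR-FRET readout: Ex 340 nm, 665/545 nm emission ratio, normalized to buffer-only (basal) and MBNL1-(CUG)12 controls. Complex of MBNL1-His with Biotin-(CUG)12, compounds 92 nM–58 uM, incubated 60 min at room temperature.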
# AT treatment – qHTS Assay for Identifying a Potential Treatment of Ataxia-Telangiectasia; AID 485349, 2010; […] A-T fibroblasts, KAP-1 phosphorylation AlphaLISA; neocarzinostatin DNA damage 30 min before lysis; Potency, µM (titrated, usually from 57.5 µM), for inactives: at the highest dose activation, hits mostly activators; 0.19% of 320,000 active; further: potency means the concentration at half of the fitted maximal effect; % of control where 0% means no effect; nearly all actives have a fitted effect of over 45% in size
#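 ATM-like activity read as KAP-1 phosphorylation via AlphaLISA donor/acceptor antibody pairs after lysis and 6 hr at 25C. Cells were ATM-null patient fibroblasts ([…], hTERT), dosed 60 min, then exposed to the DSB inducer NCS for 30 min.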
# MLL CXXC-DNA inh – qHTS Fluorescence Polarization Assay for Inhibitors of MLL CXXC domain - DNA interaction. Histone-lysine N-methyltransferase 2A (Homo sapiens), Q03164. MLL-CXXC / FITC-HOXA9 DNA fluorescence polarization. Potency, µM (series often up to 115 µM), for inactives: at the highest dose activity change, negative = inhibition, actives largely listed as inhibitors. 0.037% of 290,000 active. AID 2662, 2010; active means well fitted inhibition curve with a large enough effect in the polarisation, with a control signal flat, not every such curve was filed as active; inconclusive means small, poorly fitted or top-dose-only effect, or effect the other way, or a change in a side signal; inactive means no such curve, though single readings can be large or run the other way; the % refers to the polarisation; further: potency means the concentration at half of the fitted maximal effect
#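 Steps: dispense CXXC domain solution (7 uM) → pin compounds or unlabeled HOX-A9 DNA control → 5 min ambient → add FLSN-HOX-A9 solution (50 nM) → spin → 30 min ambient → fluorescence polarization. Tris pH 7.5/NaCl/DTT/BSA buffer.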
# GALK inh – qHTS Assay for Inhibitors of Human Galactokinase (GALK); Purified GALK, Kinase-Glo residual ATP luminescence; AID 1868, 2009; Potency, µM (series often up to 57.5 µM), for inactives: at the highest dose activity change, negative = inhibition, usual class: inhibitors; 0.007% of 270,000 active; further: potency means the concentration at half of the fitted maximal effect; on the % scale 0 is the no-effect control and ±100 the full control effect
#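 5 nM enzyme, 35 uM ATP, 100 uM galactose, 20 mM HEPES pH8.0, 5 mM MgCl2; 1 h RT; residual ATP by Kinase-Glo Plus luminescence, qHTS format.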
# Coupling enz – qHTS Assay for Inhibitors of Fructose-1,6-bisphosphate Aldolase from Giardia Lamblia: Coupling assay counterscreen. coupling enzyme system counterscreen, AmpLite Red fluorescence. activity change, negative = inhibition, % at 58.2 µM, hits read low. 0.67% of 290,000 active. AID 2472, 2010; in the data active means activity change below about -30%; further: on the % scale 0 is the no-effect control and ±100 the full control effect
#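 Activity here indicates interference with the coupling reaction, not aldolase inhibition. Compounds at 57.5 uM final met coupling enzymes for 10 min at RT; substrate and AmpLite Red detection followed, with a 525/598 nm fluorescence read after 20 min.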
# KCNH2 3.1 block – qHTS for Inhibitors of KCHN2 3.1: Mutant qHTS | U2OS KCNH2 3.1, thallium flux FluxOr; hits give low values | activity change, % (tested at about 1.8 µM) | Potassium voltage-gated channel subfamily H member 2, brain isoform KCNH2 3.1 (human) | 0.95% of 340,000 active;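 active means maximum activity change below -70%; inconclusive means maximum activity change from -70% to -50%; inactive means maximum activity change above -50%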;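 further: thallium influx rate constant from kinetic fluorescence after stimulation buffer; on the % scale 0 is the no-effect control and ±100 the full control effect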
#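 Normalized rate constant (relative to positive and negative DMSO controls) derived from a 2 min kinetic fluorescence read after stimulation; U2OS cells expressing the 3.1 isoform via virus at 1.77 x 10^8 /mL.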
# * = called active by the depositor; ? = inconclusive; . = no result given; & = joins results of further samples; [ ] = remark or other dose. Unless noted, the call rests on the fitted dose curve; in most records, active means well fitted curve in the direction sought with a large enough effect; inconclusive means small, poorly fitted or top-dose-only effect, or another doubt; inactive means no such curve, though single readings can be large; an effect the other way counts as inactive or inconclusive.
SMILES,KCNH2 WT inh,a7 integrin act,TRPV1 ag,ASM inhibitor,MBNL1 CUG block,AT treatment,MLL CXXC-DNA inh,GALK inh,Coupling enz,KCNH2 3.1 block
CCCCCCN(C(=O)CCCCCN1C(=O)NC(c2ccc(Cl)cc2)C(C(=O)OCc2ccccc2)=C1C)C(C(=O)NCCCC)c1ccc(OCC(=O)OC)c(C(=O)OC)c1 (configuration not stated),.,.,2,.,15%,?,8%,.,0&0,.
CC(C)c1nc2oc3c(N(C)CCO)ncnc3c2c2c1CCC2,28,2%,?,-4%,-5%,-1%,-14%,8%,-4,20
Cc1ccc(S(=O)(=O)N2CCC(C(=O)OCC(=O)NCc3ccco3)CC2)cc1C,-3,0%,-2,1%,.,-8%,.,.,.,7
CC(C)OC(=O)c1ccc(COC(=O)CNC(=O)c2ccco2)cc1,4,8%,17,3%,-1%,-2%,9%,0%,1,-6
COc1cccc(CN(C)S(=O)(=O)c2cccs2)c1,-5,-13%,20,2%,-1%,-5%,0%,8%,-7,10
C[C@H](CO)N1C[C@H](C)[C@@H](CN(C)Cc2ccc(-c3ccccc3)cc2)Oc2c(NC(=O)Cc3ccccc3)cccc2C1=O,-2,-41%,.,?,.,15%,.,.,.,-27
Cc1ccc(-c2csc(=S)n2CC(=O)OCC(=O)NCc2ccc(F)cc2)cc1,.,.,?,.,-1%,5%,9%,-1%,2,.
O=C(NCc1ccccn1)c1ccc(Cn2c(=S)[nH]c3ccc(Br)cc3c2=O)cc1,-9,15%,0,3%,-2%,-1%,7%,-1%,2,-5
CCOC(=O)c1c(C)[nH]c(C(=O)N(C)Cc2cccc(OC)c2OC)c1C,4,0%,0,5%,-2%,0%,15%,1%,5,-16
Nc1ccc(SCc2cccnc2)cc1,0,-16%,5,5%,1%,-8%,1%,1%,-4,9
Cc1cc(C)c2c(n1)sc1c(-c3ccccc3)c(C#N)c(N)nc12,-244*,16%,5,.,.,11%,10%,1%,4,-184*
COCCOC(=O)C1=C(N)OC2=C(C(=O)CC(C)(C)C2)C1c1cccnc1 (configuration not stated),-1,9%,-1,0%,1%,-12%,2%,0%,3,-35
COc1nc(NCc2ccc(Cl)cc2)nc(OC)n1,-29,5%,3,-1%,2%,20%,-10%,1%,3,5
Cc1[nH]c2ccccc2c1C(=O)C(=O)NCCC1=CCCCC1,-13,3%,-5,-11%,-22%,6%,-1%,-4%,3,-1
Cc1cc(C)n(-c2ccc(Cl)c(C(=O)NCc3ccccc3)n2)n1,-4,?,3,0%,-2%,1%,2%,3%,0,-1
N#CC1=C(N)N2C(=C(C#N)C13CCCC3)Nc1ccccc12,-2,0%,2,53%[activator],?,2%,4%,-2%,2,-2
CCOC(=O)C1CCN(C(=O)c2ccccc2)C(CC)C1=O (configuration not stated),-9,22%,.,1%,.,.,.,.,.,-6
N/C(=N\O)c1cccc(CS(=O)(=O)c2ccccn2)c1,-1,9%,-3,-1%,.,14%,-5%,-3%,3,7
CC(=O)N1CCN(c2ccc(Oc3nnnn3-c3ccccc3)cc2)CC1,2,-7%,-2,4%,-1%,7%,-9%,3%,4,-8
COC(=O)C1C(=O)c2c([nH]c(C(=O)OC3CCCC3C)c2C)CC1C (configuration not stated),-2,-22%,28,-6%,2%,6%,-6%,-3%,-3,-1
Cc1cc(C(=O)OCC(=O)Nc2ncc(C(F)(F)F)cc2Cl)c(C)o1,-19,9%,8,3%,-2%,0%,0%,1%,4,2
O=C(Nc1cccc2ncccc12)c1ccc(F)cc1,2,28%,-1,4%,.,1%,6%,1%,1,-1
O=c1[nH]c(NC2CCCCC2)c([N+](=O)[O-])c(=O)[nH]1,8,0%,1,5%,-12%,14%,5%,1%,2,14
COc1ccc(-n2cnc3ccccc3c2=O)c([N+](=O)[O-])c1,8,4%,-1,0%,?,-11%,-1%,2%,0,15
CN1C(=O)CSC1=S,-3,.,5,3%,-11%,-7%,9%,.,0,-4
N#C/C(=N\Nc1ccc(F)cc1)C(=N)N1CCCCC1,-2,13%,?,-11%,?,-4%,0%,1%,-5,-1
N#CC1(NC(=O)COC(=O)c2nc(Cl)ccc2Cl)CCCCC1,-4,-3%,0,7%,.,2%,.,.,.,8
CCN(CC)C(=S)SCC(=O)Nc1ccc(S(N)(=O)=O)cc1,4,0%,1,-3%,-5%,-4%,3%,-3%,-1,-3
CC(=O)c1c(C)[nH]c(C(=O)CSc2nc3ccccc3c(=O)n2CCCO)c1C,4,0%,0,-2%,1%,1%,-1%,2%,0,10
CNC(=O)NC(=O)COC(=O)c1ccc(-n2c(C)ccc2C)cc1,7,-28%,2,0%,-6%,-4%,8%,0%,6,11
O=C1C2CC=CCC2C(=O)N1c1ncn[nH]1 (configuration not stated),15,21%,2,0%,-3%,-4%,?,0%,-4,6
COc1ccc(C(=O)OCC(=O)Nc2ccc(OC(F)F)cc2)c(OC)c1,15,11%,11,-2%,-3%,-1%,0%,-2%,5,-6
COC(=O)CCN(C(C)=O)c1ccc(N)cc1,2,8%,1,5%,-5%,-4%,3%,2%,3,-9
COCCCN1C(=O)C(=O)/C(=C(/O)c2ccc(S(=O)(=O)N3CCCCC3)cc2)C1c1cccc(OC)c1 (configuration not stated),5,6%,0,-1%,5%,-2%,4%,-2%,16,9
CCn1c2ccccc2c2nnc(SCC(=O)N3CC(C)OC(C)C3)nc21 (configuration not stated),3,-24%,7,-5%,?,0%,-18%,0%,0,-11
CC(=O)Nc1ccc(S(=O)(=O)N2CCSc3ccccc32)cc1,3,-7%,.,-3%,.,-2%,.,.,.,-21
Cc1cc(C)cc(NC(=O)c2ccc(S(=O)(=O)C(F)F)cc2)c1,-8,-8%,?,-2%,-7%,-2%,0%,0%,0,-2
Cc1cccc(N2CCN(C(=O)C3COc4ccccc4O3)CC2)c1C (configuration not stated),-2,17%,?,-6%,-3%,4%,31%[activator],3%,-1,-13
Cc1ccc(C(=O)NCC#N)cc1,8,-8%,1,-3%,-8%,3%,10%,10%,7,12
Oc1c(C(Nc2cccc(C(F)(F)F)c2)c2ccncc2)ccc2cccnc12 (configuration not stated),-1,-28%,?,-12%,15%,-13%,6%,-1%,-1,-12
COc1cccc(Nc2cc(C)nc3nc(C)nn23)c1,14,-8%,0,-2%,3%,-3%,?,2%,-2,11
CCn1c(SCC(=O)N2CCOCC2)nc(O)cc1=O,-13,-36%,1,2%,-2%,3%,12%,2%,0,13
O=C(Cc1ccc(Cl)cc1)c1c[nH]c(C(=O)NCCCn2ccnc2)c1,6,0%,-4,-1%,4%,5%,11%,0%,3,5
COCCn1ccc2c(OCC(=O)NCCc3ccc(OC)c(OC)c3)cccc2c1=O,-14,-17%,-3,-2%,.,-1%,.,.,.,0

# Bioassay records (PubChem)
